Screening data (PubChem BioAssay)
GAA glycogen mod – qHTS Assay for Inhibitors and Activators of Human alpha-Glucosidase Cleavage of Glycogen; Lysosomal alpha-glucosidase (Homo sapiens), P10253; recombinant GAA, glycogen substrate, Amplex Red glucose oxidase fluorescence; Potency, µM (top dose mostly 76.4 µM), for inactives: at the top dose activity change, negative = inhibition, actives largely listed as inhibitors; actives 0.38% (n = 300,000); AID 2100, 2009; active means well fitted inhibition curve with a large enough effect; inconclusive means small, poorly fitted or top-dose-only effect, or another doubt; inactive means no such curve, though single readings can be large or run the other way;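 further: 0% = full enzyme reaction and -100% = no-enzyme basal signal; the screen sought inhibitors and activators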
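qHTS, 1536-well; enzyme 4 nM final; cpd up to 77 uM; substrate bovine liver glycogen 30 ug; 50 mM citrate/phosphate pH 5.0, 0.01% Tween-20; 37 C, 40 min; Amplex Red detection 45 min RT; Hill fit → AC50.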
An asterisk follows results filed as active; ? = inconclusive; [ ] = another dose, or the depositor's remark. Potency means the concentration at half of the fitted maximal effect. These rows are one share of the data (hit frequency here may not be typical).

COc1cc(NS(=O)(=O)c2ccc(NC(=S)NC(=O)c3ccccc3)cc2)nc(OC)n1
  GAA glycogen mod: 4%
Cc1ccc(NS(=O)(=O)c2c(C)[nH]c(C)c2C(=O)N2CCCCC2)cc1F
  GAA glycogen mod: -3%[76.3 µM]
N#CCC(=O)Nc1ccc(C(=O)N2CCN(c3ccccn3)CC2)cc1
  GAA glycogen mod: 8%
O=C(NCc1ccccc1)C1CCC(CNS(=O)(=O)c2cccs2)CC1 (centres undefined)
  GAA glycogen mod: 0%
O=C(Cc1nnc(NC(=O)c2cccc([N+](=O)[O-])c2)s1)NCc1ccccc1
  GAA glycogen mod: -14%[76.3 µM]
CC(=O)c1ccc(N2CCN(CN3C(=O)CC4(CCCC4)C3=O)CC2)c(F)c1
  GAA glycogen mod: -2%
CN(C)CCCN(C(=O)COc1ccccc1)c1nc2cc3c(cc2s1)OCCO3
  GAA glycogen mod: 3%[76.3 µM]
Cc1ccc(-c2nnn3c2nc(NC(C)C)c2ccccc23)cc1
  GAA glycogen mod: -2%
COCCn1c(-c2ccc(SC)cc2)nc2c1c(=O)[nH]c(=O)n2CC(C)C
  GAA glycogen mod: 8%
Cc1cccc(C(=O)OC(C)CN2CCCC2)c1 (centres undefined)
  GAA glycogen mod: -4%[76.3 µM]
Cc1ccc(S(=O)(=O)N/N=C(\c2ccccc2)C2CC2)cc1
  GAA glycogen mod: -16%[76.3 µM]
CC(C)c1ccc(NC(=O)C2C3C=CC4(O3)C2C(=O)N(CCCN2CCOCC2)C4C(=O)NC2CCCCC2)cc1 (centres undefined)
  GAA glycogen mod: -3%
Cc1ccc(NC(=O)C(C)Sc2nc(-c3ccccc3)cc(=O)[nH]2)cc1 (centres undefined)
  GAA glycogen mod: -8%
Cc1ccc(-n2c(=O)c3sccc3n(CC(=O)NC3CCCC3)c2=O)cc1
  GAA glycogen mod: -18%
Cc1c(NC(=O)COC(=O)CCc2c[nH]c3ccccc23)c(=O)n(-c2ccccc2)n1C
  GAA glycogen mod: 2%[76.3 µM]

An excerpt of these results, bar-delimited.
molecule | GAA glycogen mod
CC(=O)c1ccc(N2CCN(CN3C(=O)CC4(CCCC4)C3=O)CC2)c(F)c1 | -2%
CN(C)CCCN(C(=O)COc1ccccc1)c1nc2cc3c(cc2s1)OCCO3 | 3%[76.3 µM]
Cc1ccc(-c2nnn3c2nc(NC(C)C)c2ccccc23)cc1 | -2%
COCCn1c(-c2ccc(SC)cc2)nc2c1c(=O)[nH]c(=O)n2CC(C)C | 8%
Cc1cccc(C(=O)OC(C)CN2CCCC2)c1 (centres undefined) | -4%[76.3 µM]

Next results
Cc1ccc(S(=O)(=O)N2CCCCC2)cc1C(=O)NC1CCCCC1
  GAA glycogen mod: 8%
CC1CN(S(=O)(=O)c2ccc(F)cc2)C(C)N1C(=O)N1CCOCC1 (centres undefined)
  GAA glycogen mod: 0%
COC(=O)c1ccccc1NC(=O)CSc1n[nH]c(-c2ccco2)n1
  GAA glycogen mod: 7%[76.3 µM]
CC(=O)N1CCN(c2ccc(NS(=O)(=O)c3ccc4c(c3)CC(=O)N4)cc2)CC1
  GAA glycogen mod: ?
CCOC(=O)c1c(NC(=S)N2CCN(C)CC2)sc(C)c1-c1ccccc1
  GAA glycogen mod: ?
Cc1ccc(CCNC(=O)CN2C(=O)COc3ccc(S(=O)(=O)N4CCOCC4)cc32)cc1
  GAA glycogen mod: -15%[76.3 µM]
COc1cccc(/C=C2\SC(=S)N(CCCC(=O)N(CCO)c3ccccc3)C2=O)c1
  GAA glycogen mod: -22%[76.3 µM]
COc1ccc(N2CCN(C(=O)C3CCN(C(=O)c4cccc(Cl)c4)CC3)CC2)cc1
  GAA glycogen mod: -11%
COc1ccc(-n2nc(C(=O)N3CCC(N4CCCCC4)CC3)c3c4ccccc4n(C)c3c2=O)cc1
  GAA glycogen mod: -2%[76.3 µM]
COc1ccccc1N1CCN(CC(=O)Nc2nccs2)CC1
  GAA glycogen mod: 0%
COc1ccc(S(=O)(=O)Nc2c(O)c3ccccc3oc2=O)cc1
  GAA glycogen mod: -1%
O=C(NOC(=O)c1c(F)cccc1Cl)c1ccc(Cl)c(Cl)c1
  GAA glycogen mod: -7%
Cc1ccc(C(=O)NC2CCCC2)cc1S(=O)(=O)N1CCCCC1
  GAA glycogen mod: -3%[76.3 µM]
Cc1ccc(C(=O)N2CCN(c3ccccc3)CC2)cc1NC(=O)c1ccco1
  GAA glycogen mod: -7%[76.3 µM]
CCc1ccccc1NS(=O)(=O)c1cccc2nsnc12
  GAA glycogen mod: 5%

Pulled by compound from the entries so far, 2 records:
Cc1ccc(-n2c(=O)c3sccc3n(CC(=O)NC3CCCC3)c2=O)cc1
  GAA glycogen mod: -18%
O=C(Cc1nnc(NC(=O)c2cccc([N+](=O)[O-])c2)s1)NCc1ccccc1
  GAA glycogen mod: -14%[76.3 µM]

Next results follow.
CCC1Sc2ccc(S(=O)(=O)Nc3cc(OC)cc(OC)c3)cc2NC1=O (centres undefined)
  GAA glycogen mod: -13%[76.3 µM]
CCOc1ccccc1Nc1cc2n(c(=O)n1)CCc1cc(OC)c(OC)cc1-2
  GAA glycogen mod: -1%
CC(c1ccccc1)n1cnc2ccccc2c1=O (centres undefined)
  GAA glycogen mod: -10%[76.3 µM]
O=c1[nH]c(C2CCN(S(=O)(=O)c3ccccc3)CC2)nc2c1nnn2Cc1cccc(Cl)c1
  GAA glycogen mod: 2%
O=C(Nc1nnc(Cc2ccccc2)s1)C1CCN(C(=O)c2ccco2)CC1
  GAA glycogen mod: 9%
CNC(=O)COc1coc(CN2CCN(c3ccc(OC)cc3)CC2)cc1=O
  GAA glycogen mod: 0%[76.3 µM]
COc1ccc(C)cc1NC(=O)Nc1ccncc1
  GAA glycogen mod: 2%[76.3 µM]
CC(=O)Nc1ccc(NC(=O)CC23CC4CC(CC(C4)C2)C3)cc1
  GAA glycogen mod: 1%
O=C(COC(=O)c1cccc([N+](=O)[O-])c1)NC1CCCC1
  GAA glycogen mod: 6%
O=S(=O)(c1ccc(F)cc1)N1CCCN(Cc2c(F)cccc2F)CC1
  GAA glycogen mod: -6%
O=C(NCC1(O)CCCCC1)C1CCC(=O)N(Cc2cccc(C(F)(F)F)c2)C1 (centres undefined)
  GAA glycogen mod: 1%[76.3 µM]
Cc1cccc(C)c1NC(=O)c1cccc(N2C(=O)C3CCC(C)CC3C2=O)c1 (centres undefined)
  GAA glycogen mod: -11%[76.3 µM]
CCc1ccc(N(C(=O)CNC(=O)c2ccco2)C(C(=O)NC2CCCC2)c2cccnc2)cc1 (centres undefined)
  GAA glycogen mod: 6%[76.3 µM]
COc1cc(/C=C/C(=O)N2CCN(c3ccccn3)CC2)cc(OC)c1OC
  GAA glycogen mod: -6%[76.3 µM]
CC(C)c1ccc(NC(=O)NCc2ccc3c(c2)OCO3)cc1
  GAA glycogen mod: 8%[76.3 µM]

CCCN1CCN(C(=O)Cn2ncc3c([nH]c4ccc(C)cc43)c2=O)CC1
  GAA glycogen mod: -19%[76.3 µM]
COc1cc(C(=O)N2CCN(C(=O)c3cccc4ccccc34)CC2)cc(OC)c1OC
  GAA glycogen mod: 2%
COc1ccc(OCC(=O)Nc2ccc(NC(=O)c3cccs3)cc2)cc1
  GAA glycogen mod: -12%[76.3 µM]
Cc1ccc(C(=O)N/C(=C/c2ccc(N(C)C)cc2)C(=O)NCC2CCCO2)cc1 (centres undefined)
  GAA glycogen mod: -20%[76.3 µM]
Cc1ccc(S(=O)(=O)NC2=NCN(CC(=O)O)CN2)cc1
  GAA glycogen mod: 14%
CSc1cc(CS(=O)(=O)c2ccccc2)nc(-c2ccccc2)n1
  GAA glycogen mod: -10%[76.3 µM]
COC(=O)Cc1c(C)c2ccc(O)c(CNCc3ccc(OC)c(OC)c3)c2oc1=O
  GAA glycogen mod: 4%
CN(C)c1ccc(NC(=O)CSc2nc3ccccc3c(=O)n2CC2CCCO2)cc1 (centres undefined)
  GAA glycogen mod: 2%
COc1ccc(NC(=O)c2cc(-c3ccco3)on2)cc1OC
  GAA glycogen mod: 6%[76.3 µM]
O=C(Nc1nccs1)c1ccc2c(c1)C(=O)N(Cc1cccnc1)C2=O
  GAA glycogen mod: 0%[76.3 µM]
CCN(CC(=O)NCCCN1CCOCC1)S(=O)(=O)c1ccc(Cl)cc1
  GAA glycogen mod: -1%
Cc1ccc(NC(=O)c2cc(=O)[nH]c3ccccc23)cc1
  GAA glycogen mod: 6%
CCc1cc(C(=O)NC2CCCN(Cc3ccccc3F)C2)n(C)n1 (centres undefined)
  GAA glycogen mod: -2%[76.3 µM]
COc1ccc(S(=O)(=O)N2CCN(Cc3cc(OC)c(OC)cc3OC)CC2)cc1
  GAA glycogen mod: -1%
Cc1noc(C)c1CSCC(=O)Nc1nnc(CC(C)C)s1
  GAA glycogen mod: 3%[76.3 µM]

Cc1nc(COc2cc3oc(=O)cc(C)c3cc2Cl)cs1
  GAA glycogen mod: 1%
O=C(COC(=O)c1ccccn1)Nc1nc(-c2ccccc2)cs1
  GAA glycogen mod: 2%
CCCNC(=O)Cn1cc(S(=O)(=O)N2CCCC2)c(S(=O)(=O)N2CCCC2)c1
  GAA glycogen mod: -3%[76.3 µM]
O=C1COc2ccc(S(=O)(=O)Nc3ccc(OC(F)(F)F)cc3)cc2N1
  GAA glycogen mod: -13%[76.3 µM]
COc1ccc(CCNC(=O)CCNC(=O)c2ccco2)cc1
  GAA glycogen mod: -1%[76.3 µM]
CC(=O)c1ccc(N2CCN(C(=O)c3ccc(-c4ccccc4)cc3)CC2)cc1
  GAA glycogen mod: -2%[76.3 µM]
O=C(NCC(=O)N1CCN(Cc2ccccc2)CC1)c1ccc(Cl)cc1
  GAA glycogen mod: 0%[76.3 µM]
COc1cccc(C(=O)NNC(=O)C(=O)Nc2ccc(OC)cc2OC)c1
  GAA glycogen mod: 1%
COc1cccc(/C=C/C(=O)OCC(=O)N2CCN(S(=O)(=O)c3ccc(Cl)cc3)CC2)c1
  GAA glycogen mod: 1%[76.3 µM]
CCN(CC(=O)Nc1ccc(NC(C)=O)cc1)C(=O)COc1ccccc1Cc1ccccc1
  GAA glycogen mod: -5%[76.3 µM]
COc1ccc(-n2nc3c(N4CCC(C(=O)NCc5cccc(C)c5)CC4)nnc(C)c3c2C)cc1
  GAA glycogen mod: -8%[76.3 µM]
CCN=C1S/C(=C\c2cc(Cl)c(OC)c(OC)c2)C(=O)N1CC
  GAA glycogen mod: 2%
COc1nnc(-c2ccc(C)c(S(N)(=O)=O)c2)c2ccccc12
  GAA glycogen mod: 3%
O=C(O)c1ccc(-n2cccc2/C=C2/SC(=O)N(CC(=O)N3CCCC3)C2=O)cc1
  GAA glycogen mod: -5%
COc1cccc(N2CCN(c3ccc4nnc(CCC(=O)N5CCN(C)CC5)n4n3)CC2)c1
  GAA glycogen mod: -6%[76.3 µM]

O=C(c1ccc2nccnc2c1)N1CCCC(Nc2ccc(F)c(F)c2)C1 (centres undefined)
  GAA glycogen mod: 4%[76.3 µM]
O=C(CSc1nnc(C2CC2)n1CC1CCCO1)Nc1ccccc1Cl (centres undefined)
  GAA glycogen mod: 8%
C/C(=N\NC(=O)c1cccs1)c1ccncc1
  GAA glycogen mod: 0%
O=C(CCN1C(=O)S/C(=C/c2ccccc2)C1=O)Nc1ccc(O)c(C(=O)O)c1
  GAA glycogen mod: 6%[76.3 µM]
O=C(Nc1ccc2ccccc2n1)c1ccccc1
  GAA glycogen mod: 7%
Cc1cccc(-c2nc3ccccc3c(=O)n2N)c1
  GAA glycogen mod: 3%
O=C(NCC1CCN(c2ccc(S(=O)(=O)N3CCOCC3)cc2)CC1)Nc1ccccc1
  GAA glycogen mod: 1%
COc1ccccc1CC(NC(C)=O)C(=O)NC1CCN(C(=O)Nc2ccc(F)cc2)CC1 (centres undefined)
  GAA glycogen mod: -3%
CC(CCN1CCC(n2nccc2NC(=O)c2ccccc2Cl)CC1)c1ccccc1 (centres undefined)
  GAA glycogen mod: -1%[76.3 µM]
CCCN(CCC)Cc1c(C(=O)N/N=C/c2ccc(Br)cc2)nnn1-c1nonc1N
  GAA glycogen mod: -18%[76.3 µM]
CC12CCC3C(CCC4N(CCO)CCC34C)C1CCC2O (centres undefined)
  GAA glycogen mod: -1%
O=C(Nn1cnc2ccccc2c1=O)c1ccc(Cl)c([N+](=O)[O-])c1
  GAA glycogen mod: 2%
Cc1ccc(S(=O)(=O)N2CCN(C(=O)Cc3ccsc3)CC2)c(C)c1
  GAA glycogen mod: -8%[76.3 µM]
CCc1c(C)nc2nc(SCc3ccccc3Cl)[nH]n2c1=O
  GAA glycogen mod: 4%
Cc1nn(CC(=O)N2CCc3ccccc3C2)c(C)c1Cl
  GAA glycogen mod: 0%[76.3 µM]

An excerpt from above in order of the GAA glycogen mod value, falling.
SMILES	GAA glycogen mod
O=C(Nc1ccc2ccccc2n1)c1ccccc1	7%
CCc1c(C)nc2nc(SCc3ccccc3Cl)[nH]n2c1=O	4%
O=C(Nn1cnc2ccccc2c1=O)c1ccc(Cl)c([N+](=O)[O-])c1	2%
C/C(=N\NC(=O)c1cccs1)c1ccncc1	0%

Going on with the list.
O=C(NC1CCCc2c1cnn2-c1ccccc1F)c1ccccc1N1CCOCC1 (centres undefined)
  GAA glycogen mod: 1%[76.3 µM]
N/C(=N\C(=S)Nc1ccccc1)c1ccccc1
  GAA glycogen mod: ?
CC(=O)N1CCc2c(sc(NC(=O)c3cccc(N4C(=O)CCC4=O)c3)c2C(N)=O)C1
  GAA glycogen mod: 0%[76.3 µM]
COC(=O)c1cc(S(=O)(=O)NCC2CCN(CCc3cccs3)CC2)c[nH]1
  GAA glycogen mod: -7%[76.3 µM]
COCCNC(=O)c1oc2ccc3c(c2c1C)C(O)CC(C)(C)O3 (centres undefined)
  GAA glycogen mod: -8%
